Diaph inh CS: diaphorase inhibitors and chemical oxidizers, primary screen, counter-screen for diaphorase-coupled primary assays, biochemical, uHTS, resorufin fluorescence; diaphorase resazurin-to-resorufin fluorescence, NADH, 16 min; bacterial (C. kluyveri) enzyme, not human; inhibition, % at 20 µM; actives 0.69% (n = 190,000);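 active means primary screen inhibition at 20 µM above a set limit, cut at about 50% in these data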;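 further: plate controls were DMSO with full reaction for no effect and wells lacking NADH for full effect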
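Test system: diaphorase enzyme from Clostridium kluyveri; amount: diaphorase at 0.14 U/mL in enzyme working solution; detection: fluorescence of resorufin formed from resazurin, Ex 544/Em 590 nm; times: reaction incubation of 16 min at room temperature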
STAT1 blocker: STAT1 signaling inhibitors, primary screen, cell-based, HTS, luciferase reporter; NIH 3T3 STAT1-luciferase reporter, IFN-gamma, luminescence; inhibition, % at 5.5 µM; actives 0.35% (n = 200,000); AID 920, 2007;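 active means inhibition above a set limit, the mean inhibition across all tested compounds plus 3 SD, cut at about 34% in these data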;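 further: 0% = IFN-gamma with DMSO and 100% = IFN-gamma with 300 µM nifuroxazide; values of inactives mirror those of a sister screen read the other way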
G6PDH counter: L. mesenteroides G6PDH inhibitors, counter-screen for G6PDH-coupled screening assays, biochemical, Leuconostoc mesenteroides enzyme; inhibition, % at 5 µM; actives 0.12% (n = 200,000); glucose-6-phosphate dehydrogenase [Leuconostoc mesenteroides]; Purified L. mesenteroides G6PDH, diaphorase/resazurin coupled fluorescence, 45 min; AID 1020, 2008; in the data active means inhibition above about 50%
Hsp70 act: Hsp70 transcriptional activators, primary screen, cell-based, HeLa, Hsp70 promoter luciferase, luminescence, 10 µM; HeLa Hsp70 promoter luciferase reporter; scaled: vehicle 0, proteasome-inhibitor control 100%; activation, % at 10 µM; actives 0.04% (n = 200,000); AID 1203, 2008;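 active means activation above the mean across all tested compounds plus 3 SD, cutoff set per campaign, cut at about 5.5% in these data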;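 further: 100% = MG132 at 30 µM as the positive control and 0% = DMSO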
STAT1 activator: STAT1 signaling activators, primary screen, cell-based, HTS, luciferase reporter; NIH 3T3 STAT1-luciferase reporter, IFN-gamma, luminescence; 100% = IFN-gamma alone, no compound; activation (% of control), % at 5.5 µM; actives 2.6% (n = 200,000); AID 932, 2007;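 active means activation above the screen-wide mean activation plus 3 SD, cut at about 130% in these data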;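 further: raw ratio to IFN-gamma control signal so 100% means no change and 0% no light; values of inactives mirror those of a sister screen read the other way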
TLR4 MyD88 comp: inhibitors of TLR4-MyD88 association in cells, primary screen, cell-based, HeLa CL3-4, BLA complementation, FRET ratio; inhibition, % at 8.4 µM; Toll-like receptor 4 (Homo sapiens) + Myeloid differentiation primary response protein …; HeLa CL3-4 TLR4/MyD88 BLA complementation; actives 0.18% (n = 200,000); in the data active means inhibition above about 25%;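 further: 0% = vehicle and 100% = reference inhibitor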
Target sequence (O00206 whole entry, looked up): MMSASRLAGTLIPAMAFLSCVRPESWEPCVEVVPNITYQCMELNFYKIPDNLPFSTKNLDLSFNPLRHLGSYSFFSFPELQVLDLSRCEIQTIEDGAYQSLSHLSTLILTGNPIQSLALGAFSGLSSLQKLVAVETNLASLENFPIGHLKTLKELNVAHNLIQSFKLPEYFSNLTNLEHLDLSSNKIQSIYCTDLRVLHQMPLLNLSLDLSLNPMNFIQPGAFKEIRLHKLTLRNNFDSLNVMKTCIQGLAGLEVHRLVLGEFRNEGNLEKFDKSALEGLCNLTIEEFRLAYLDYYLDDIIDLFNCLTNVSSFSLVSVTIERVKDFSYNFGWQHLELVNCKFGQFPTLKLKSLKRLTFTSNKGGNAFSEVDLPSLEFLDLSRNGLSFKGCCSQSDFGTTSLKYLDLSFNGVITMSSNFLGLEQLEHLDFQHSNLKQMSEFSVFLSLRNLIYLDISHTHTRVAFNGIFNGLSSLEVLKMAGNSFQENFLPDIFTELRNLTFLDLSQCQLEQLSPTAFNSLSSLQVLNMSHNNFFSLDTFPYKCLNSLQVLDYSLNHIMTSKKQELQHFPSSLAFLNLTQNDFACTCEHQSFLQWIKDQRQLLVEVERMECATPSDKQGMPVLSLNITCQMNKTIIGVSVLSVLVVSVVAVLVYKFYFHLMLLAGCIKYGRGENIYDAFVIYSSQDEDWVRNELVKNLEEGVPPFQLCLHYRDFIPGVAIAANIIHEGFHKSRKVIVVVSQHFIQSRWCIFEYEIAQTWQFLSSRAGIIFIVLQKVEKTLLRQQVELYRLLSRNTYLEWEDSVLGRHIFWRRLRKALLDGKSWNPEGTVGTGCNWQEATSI
Target sequence (Q99836 whole entry, looked up): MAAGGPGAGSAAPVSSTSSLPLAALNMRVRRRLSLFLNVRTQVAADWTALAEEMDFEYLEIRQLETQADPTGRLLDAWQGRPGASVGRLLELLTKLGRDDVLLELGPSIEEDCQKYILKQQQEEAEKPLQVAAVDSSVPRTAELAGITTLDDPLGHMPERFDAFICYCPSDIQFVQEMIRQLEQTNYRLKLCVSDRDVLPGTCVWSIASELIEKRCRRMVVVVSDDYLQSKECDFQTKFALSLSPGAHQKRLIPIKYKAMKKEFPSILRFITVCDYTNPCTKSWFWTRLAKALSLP
Diaphorase act: compounds boosting diaphorase resazurin reduction – biochemical, uHTS, resorufin fluorescence, counter-screen for diaphorase-coupled primary assays, primary screen; AID 1229, 2008; activation factor at 20 µM; Diaphorase/resazurin coupled assay, 16 min; hits give high values; 1 = vehicle wells, 0 = NADH-free wells; actives 0.005% (n = 190,000);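 active means diaphorase activity raised at least twofold by the compound at 20 µM; inactive means activation factor below 2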
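Material: bacterial diaphorase enzyme (C. kluyveri); amount: enzyme 0.07 U/mL final; reagent: NADH substrate 0.114 mM plus resazurin dye 0.1 mM, final; doses: single compound dose of 20 µM, 1% DMSO final; timing: 16 min enzyme reaction, ambient temperature; measured by: fluorescence of resorufin, 544 nm excitation, 590 nm emission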
STAT3 activator: IL-6 driven STAT3 reporter potentiators, primary screen, U3A cells, luciferase, luminescence, MLSCN library; actives 0.91% (n = 190,000); activation (% of control), % at 5.6 µM; AID 871, 2007; IL-6 STAT3-luciferase reporter; 100% = signal with IL-6 EC80 alone;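 active means activation above the screen-wide mean of compound activation plus 3 SD, cut at about 130% in these data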;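 further: 0% = background luminescence of wells with medium and substrate only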
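Material: STAT1-lacking human U3A cells, STAT3 luciferase reporter | Benchmarks: IL-6-only wells as 100% reference | Probe or stimulus: IL-6 (33 ng/mL) | Timing: Compound 1 h, then IL-6 6 h at 37 °C | Detection: Luminescence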
STAT3 inh: IL-6 driven STAT3 reporter inhibitors, primary screen, U3A cells, luciferase, luminescence, MLSCN library; IL-6 STAT3-luciferase reporter; host cell line lacks STAT1; inhibition, % at 5.5 µM; actives 0.89% (n = 190,000);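 active means inhibition above the mean inhibition across all screened compounds plus 3 SD, cut at about 44% in these data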;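 further: 0% = DMSO only wells and 100% = 100 µM nifuroxazide control wells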
APP 5UTR inh: inhibitors of APP translation via 5'UTR reporter, primary screen, APP 5'UTR luciferase, SH-SY5Y cells. SH-SY5Y APP 5'UTR-luciferase reporter, luminescence. actives 0.82% (n = 190,000). inhibition, % at 2 µM;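 active means inhibition above a set limit, derived from the sample mean plus 3 SD, cut at about 45% in these data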; further: values of inactives mirror those of a sister screen read the other way
* hit, by the source's call; x = no result given.

Under each structure: Diaph inh CS, STAT1 blocker, G6PDH counter, Hsp70 act, STAT1 activator, TLR4 MyD88 comp, Diaphorase act, STAT3 activator, STAT3 inh, APP 5UTR inh
> CC(C)(C)C(=O)N(Cc1ccccc1)c1ccccn1
→ 2.8, -0.1, 3.3, -0.1, 98.2, 9.4, 1, 106.4, -0.8, -0.5
> O=S1(=O)CC(O)C(N2CCC(c3ccccc3)CC2)C1 (configuration not stated)
→ 4.9, -0.9, -7.4, 1.3, 100.8, -3.7, 1, 101.5, 1.0, 18.3
> Cc1ccc(NC(=O)NCCCN2CCOCC2)cc1
→ 10.6, 1.9, 2.9, -0.2, 98.3, -9.7, 0.9, 100.5, 3.6, -3.5
> CCc1ccc2nc(NC(=O)CCCc3cccs3)sc2c1
→ 6.8, -19.7, 0.4, -0.2, 118.1, -9.1, 0.9, 110.6, -14.7, x
> C/C(CCS(=O)(=O)c1ccccc1)=N/O
→ 2.4, 3.1, 12.2, 0.1, 96.7, -21.2, 1, 93.8, 9.7, 3.4
> CCOC(=O)c1[nH]c2ccc(OC)cc2c1NC(=O)CCN1CCN(Cc2ccccc2)CC1
→ 5.8, -9.8, 2.3, -0.4, 109.0, 6.5, 0.9, 103.5, -0.8, -0.1
> Cc1ccc(NC(=O)Nc2ccc3c(c2)OCO3)nc1
→ 15.7, -51.7, -0.1, -0.1, 148.6*, 6.4, 0.8, 96.8, 3.8, -102.7
> O=C(NCc1ccc2c(c1)OCO2)c1ccc(S(=O)(=O)NCC2CCCO2)cc1 (configuration not stated)
→ 11.2, 1.8, -5.2, -0.3, 98.3, 2.2, 0.9, 87.2, 17.5, -5.2
> COc1cc(OC)cc(C(=O)OCC(=O)Nc2ccc(F)cc2F)c1
→ 10.1, 4.0, 0.1, -0.2, 96.2, -9.6, 0.9, 97.9, 7.1, -2.3
> O=C(Nc1cccnc1Cl)C1c2ccccc2Oc2ccccc21
→ -5.4, 5.6, 11.2, 0.4, 94.9, 12.2, 1.1, 101.7, 1.4, 3.6
> CCOCCCNC(=O)CN1C(=O)CSc2ccccc21
→ 4.5, 0.4, 3.5, 0.2, 99.6, -1.8, 1, 104.4, -5.3, 2.6
> CCOc1ncccc1C(=O)Nc1ccc(S(=O)(=O)N2CCCC2)cc1
→ 18.7, 6.1, 0.2, -0.1, 93.3, 9.1, 0.8, 91.9, 11.4, -9.0
> COc1cccc(N2CCN(CC(=O)Nc3nnc(-c4ccccc4)s3)CC2)c1
→ 6.0, -4.6, -27.0, -0.1, 104.3, -0.3, 0.9, 121.1, -21.0, -13.4
> NC(=NCCc1ccccc1)NS(=O)(=O)c1ccccc1
→ 9.4, 10.1, 3.0, -0.1, 92.5, 4.2, 0.9, 92.1, 7.6, 24.3
> CCNC(=S)Nc1ccc(S(=O)(=O)Nc2cc(C)nc(C)n2)cc1
→ 5.0, 3.0, -5.8, -0.4, 97.7, 6.5, 0.9, 104.6, -3.0, -17.3
> CC(c1ccccc1)N1C(=O)C2C3C=CC(C4CC34)C2C1=O (configuration not stated)
→ x, 4.3, 9.4, -0.2, 94.3, -7.5, x, 95.3, 7.9, -4.2
> Cn1nc(-c2ccccc2)c(/C=N/O)c1Cl
→ 10.6, 2.7, 6.8, 0.1, 95.9, -20.6, 0.9, 98.1, 12.3, -34.2
> CC1CCCCN1S(=O)(=O)c1ccccc1[N+](=O)[O-] (configuration not stated)
→ 10.4, 9.5, 3.8, -0.2, 91.6, -4.6, 0.9, 102.3, 2.0, -17.8
> COc1ccc(NC(=O)CCC(=O)c2ccc(-c3ccccc3)cc2)cc1
→ 4.4, -2.7, 1.1, 0.0, 102.5, 9.5, 1, 110.6, -0.7, -12.1
> Cc1ccc(C)[n+](CC(=O)c2ccc(-c3ccccc3)cc2)c1
→ -13.5, 22.6, 7.9, -0.4, 77.7, 7.2, 1.1, 96.4, 5.6, -1.0

Arranged by SMILES length (largest number first): 3 of the compounds above.
Under each structure: Diaph inh CS, STAT1 blocker, G6PDH counter, Hsp70 act, STAT1 activator, TLR4 MyD88 comp, Diaphorase act, STAT3 activator, STAT3 inh, APP 5UTR inh
> CCNC(=S)Nc1ccc(S(=O)(=O)Nc2cc(C)nc(C)n2)cc1
→ 5.0, 3.0, -5.8, -0.4, 97.7, 6.5, 0.9, 104.6, -3.0, -17.3
> CC1CCCCN1S(=O)(=O)c1ccccc1[N+](=O)[O-] (configuration not stated)
→ 10.4, 9.5, 3.8, -0.2, 91.6, -4.6, 0.9, 102.3, 2.0, -17.8
> Cc1ccc(NC(=O)NCCCN2CCOCC2)cc1
→ 10.6, 1.9, 2.9, -0.2, 98.3, -9.7, 0.9, 100.5, 3.6, -3.5

Later entries.
Under each structure: Diaph inh CS, STAT1 blocker, G6PDH counter, Hsp70 act, STAT1 activator, TLR4 MyD88 comp, Diaphorase act, STAT3 activator, STAT3 inh, APP 5UTR inh
> CCOC(=O)c1ccccc1Oc1c(F)c(F)nc(NCCO)c1F
→ 16.5, 1.5, 22.6, 0.7, 98.6, -7.7, 0.8, 105.5, -1.6, -7.0
> COCc1nc2ccccc2n1Cc1ccccc1
→ 10.9, -6.6, 2.7, -0.2, 104.2, -10.1, 0.9, 103.2, -2.7, -13.8
> Cn1c(SCC(=O)c2ccccc2)nnc1-c1cccnc1
→ -5.0, -10.8, 2.1, 0.1, 109.9, 0.8, 1.1, 101.7, 2.8, -13.4
> CN(C)CCCN(C(=O)c1ccco1)c1nc2ccc(F)cc2s1
→ -12.4, 3.5, 6.4, -0.3, 95.5, 10.9, 1.1, 88.9, 20.2, -17.5
> CC1=C(C(=O)Nc2ccccc2F)C(c2cccs2)NC(=S)N1 (configuration not stated)
→ 7.4, 3.5, 12.5, -0.1, 96.1, 5.6, 0.9, 88.8, 15.8, 5.0
> COc1ccc(NC(=O)C(F)(OC)C(F)(F)F)c(OC)c1 (configuration not stated)
→ 11.3, 1.1, 4.1, -0.3, 99.0, -5.8, 0.9, 110.4, -7.0, 15.3
> O=C(O)C1C2CCC(C2)C1C(=O)NCc1ccco1 (configuration not stated)
→ 15.6, -2.3, 12.4, -0.3, 102.1, 12.8, 0.8, 103.0, 0.3, 5.5
> CCOc1ccc(S(=O)(=O)Nc2ccccn2)c2ccccc12
→ 5.5, 7.2, 18.6, -0.4, 93.5, -2.7, 0.9, 107.0, -3.3, 1.8
> Cc1ccccc1C1CCCN(C(=O)c2cc(COc3c(F)cccc3F)on2)C1 (configuration not stated)
→ 32.5, 4.2, 9.3, -0.1, 94.4, -9.7, 0.7, 106.0, -4.6, -16.0
> COC(=O)c1ccc(NC(=O)CN2CCN(c3ccccc3C)CC2)cc1
→ 17.3, -3.6, 3.8, -0.1, 103.3, -8.8, 0.8, 98.5, 2.9, -9.1
> Cc1ccc(OCCn2cnc3ccccc3c2=O)c([N+](=O)[O-])c1
→ 14.5, -39.8, 1.3, -0.1, 136.4*, 7.2, 0.9, 118.1, -10.6, -105.0
> N=C1C(c2nc(-c3ccc(Cl)cc3)cs2)=C(O)CN1CCCN1CCOCC1
→ 2.8, 9.3, 4.0, 0.0, 91.5, 6.9, 1, 96.2, 6.9, -5.1
> CCOC(=O)c1c(CN2CCN(C)CC2)oc2ccc(OC)cc12
→ 5.1, 4.9, 0.9, 0.2, 95.6, 9.0, 0.9, 94.7, 10.7, 16.3
> CCN1C(=O)C(NC(C)=O)c2cc(OC)ccc21 (configuration not stated)
→ 9.7, 3.3, 3.8, -0.3, 97.0, 3.5, 0.9, 101.4, 7.2, 9.6
> CCc1nnc(NC(=O)c2cccc(S(=O)(=O)N(C)c3ccccc3)c2)s1
→ 3.2, -2.2, 8.2, -0.4, 102.0, 11.3, 1, 92.6, 6.1, -1.5
> Cn1c(C(C#N)C(=O)c2ccco2)nc2ccccc21 (configuration not stated)
→ 13.3, -12.2, -2.4, 0.2, 112.7, 11.7, 0.9, 135.9*, -34.7, -26.7
> CCOc1cc(C=O)ccc1OCC(N)=O
→ 11.4, -5.2, 8.7, -0.2, 102.9, 4.4, 0.9, 105.3, 1.2, 3.1
> COc1cccc(NCc2cc3c(C(C)(C)C)nn(-c4ccccc4)c3[nH]c2=O)c1
→ 14.5, -1.0, 8.4, -0.1, 103.8, 8.3, 0.9, 103.5, -4.1, x
> Cc1cc(C)nc(N2CCC(C(=O)NCc3cccc(C(F)(F)F)c3)CC2)n1
→ 11.0, -3.2, -0.9, -0.3, 103.0, -1.4, 0.9, 110.9, -8.0, -5.3
> Cc1cccc(OCC(=O)NCCN2CCOCC2)c1
→ 2.6, -5.4, 22.4, -0.3, 109.1, 4.3, 1, 106.2, -3.6, -7.2
> COc1ccc(OC)c2sc(N3CCc4ccccc4C3)nc12
→ 19.4, -0.1, -8.2, -0.3, 100.0, 10.6, 0.8, 86.1, 20.5, -4.3
> CCOC(=O)c1cc2c(ccn2-c2ccc(F)cc2)n1CC(=O)N(CC)CC
→ 25.5, -6.2, 8.6, -0.2, 103.8, -12.9, 0.7, 104.9, 1.6, 18.5
> CCN(CC(=O)NCCc1ccc(S(N)(=O)=O)cc1)Cc1nc2cc(OC)c(OC)cc2c(=O)[nH]1
→ 0.0, -12.7, 6.0, -0.5, 111.7, 9.7, 1, 113.8, -9.7, 3.9
> O=C(Cc1ccc([N+](=O)[O-])cc1)N1CCCc2ccccc21
→ 5.9, -8.2, 4.1, -0.3, 106.0, -13.3, 0.9, 120.3, -21.3, -31.7
> COc1ccc(CNC(=O)CCn2c(=O)[nH]c3ccccc3c2=O)cc1
→ 4.3, -3.7, -9.4, -0.2, 103.1, -2.6, 1, 91.3, 15.2, 11.6
> Cn1c(=O)n(C)c2cc([N+](=O)[O-])c(N3CCN(C(=O)c4ccc(Cl)cc4)CC3)cc21
→ 11.7, 2.8, 0.5, -0.4, 97.4, -4.8, 0.9, 92.9, 15.6, 1.5

Source: PubChem (several laboratories)
